SENP8 inh: blocks the human protease SENP8; Q96LD8; purified SENP8, Z-RLRGG-aminoluciferin cleavage, luminescence; inhibition, % at 10 µM; 330,000 tested, 1.2% active
Target sequence (Q96LD8 whole entry, looked up): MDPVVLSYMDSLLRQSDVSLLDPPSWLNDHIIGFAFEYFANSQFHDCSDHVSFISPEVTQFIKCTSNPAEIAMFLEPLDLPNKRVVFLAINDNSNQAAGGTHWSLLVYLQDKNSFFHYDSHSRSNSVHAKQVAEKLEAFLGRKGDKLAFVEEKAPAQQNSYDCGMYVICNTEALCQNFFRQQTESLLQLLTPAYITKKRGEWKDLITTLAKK
Jurkat NFkB inh: lowers PMA/ionomycin-induced NF-kB signal in Jurkat cells | PMA/ionomycin-induced NF-kB luciferase reporter, luminescence | inhibition, % at 4 µM | 330,000 tested, 0.53% active | AID 435003
SENP7 block: blocks the human protease SENP7; Q9BQF6; inhibition, % at 5 µM; 330,000 tested, 1.5% active; recombinant SENP7, Z-RLRGG-aminoluciferin luminescence, 40 min;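 active means inhibition above about 50% at the single test dose, limit read from the data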;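 further: plate controls were DMSO with enzyme for no effect and no enzyme buffer wells for full effect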
Target sequence (Q9BQF6 706-1050 limits assumed): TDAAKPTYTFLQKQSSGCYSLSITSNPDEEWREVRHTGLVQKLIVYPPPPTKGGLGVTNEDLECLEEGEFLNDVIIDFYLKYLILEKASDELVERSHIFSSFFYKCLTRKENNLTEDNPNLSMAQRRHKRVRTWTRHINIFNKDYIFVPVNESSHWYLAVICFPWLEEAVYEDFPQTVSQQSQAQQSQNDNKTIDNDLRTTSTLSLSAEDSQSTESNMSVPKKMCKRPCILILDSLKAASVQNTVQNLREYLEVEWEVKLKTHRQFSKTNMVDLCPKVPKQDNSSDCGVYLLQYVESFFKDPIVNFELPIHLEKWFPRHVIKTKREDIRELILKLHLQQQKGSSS
697 NFkB inh: inhibitors of the PMA/ionomycin-induced NF-kB reporter in 697 B cells | inhibition, % at 4 µM | 330,000 tested, 0.33% active | 697 B-cell NF-kB luciferase reporter, 16 h; in the data active means inhibition above about 35%
HKDC1 inhibitor: inhibitors of human hexokinase HKDC1 | Q2TB90 | recombinant HKDC1, G6PDH/diaphorase resazurin coupled fluorescence | inhibition, % at 20 µM | 340,000 tested, 0.16% active;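 active means inhibition above about 35% when tested at 20 µM, limit read from the data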;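 further: plate controls were DMSO wells with enzyme for no effect and DMSO wells lacking enzyme for full effect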
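Incubation: 90 min at room temperature in dark / Material: recombinant HKDC1 (HK5) hexokinase enzyme, produced in-house / Quantity: enzyme 5 µg/mL final / Compound: one dose of 20 µM, 1% DMSO / Reagent: glucose and ATP substrates / Buffer or medium: Tris pH 8.0 buffer with MgCl2, Tween-20, BSA, BME / Technique: resorufin fluorescence at 613 nm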
UBC13 inh: human UBC13 polyubiquitination inhibition; 330,000 tested, 0.47% active; UBC13 polyubiquitin chain formation, TR-FRET; inhibition, % at 20 µM; in the data active means inhibition above about 45%, passing the limit was not always enough
Target sequence (P61088 whole entry, looked up): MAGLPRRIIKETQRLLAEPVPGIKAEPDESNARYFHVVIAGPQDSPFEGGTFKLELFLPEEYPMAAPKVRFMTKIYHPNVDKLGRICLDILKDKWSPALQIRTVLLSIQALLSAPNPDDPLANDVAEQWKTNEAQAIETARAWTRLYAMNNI
Apaf-1 inh: blocks human Apaf-1 apoptosome activity; inhibition, % at 20 µM; 330,000 tested, 0.71% active; AID 489030; reconstituted apoptosome caspase-3 activity, DEVD-Rh110 fluorescence; active means inhibition of at least 40% at 20 µM;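 further: plate controls were DMSO wells for no effect and DEVD-CHO caspase inhibitor wells for full effect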
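Material: reconstituted apoptosome with Apaf-1, cytochrome c, caspase-9, procaspase-3, dATP; medium: pH 7.5 Hepes buffer with CHAPS, BSA, DTT; also added: cytochrome c and DEVD-Rh110 substrate; timing: 30 min plus 50 min, RT; signal: Rh110 fluorescence intensity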
Gli-Sufu antag: antagonists of Gli-Sufu signaling. Sufu-KO-LIGHT fibroblasts, Gli luciferase reporter luminescence. inhibition, % at 5 µM. 340,000 tested, 0.74% active;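 active means inhibition above about 55%, limit read from the data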;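 further: 0% = DMSO-treated cells and 100% = wells with medium but no cells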
The depositor's hits bear a star; · = not tested or not shown. Unless noted, no stated cut-off is given here; in the data, active means inhibition above about 50%; inactive means the rest. Compounds were not picked by outcome, and some 3.6% of all compounds hit somewhere here.

SMILES	SENP8 inh	Jurkat NFkB inh	SENP7 block	697 NFkB inh	HKDC1 inhibitor	UBC13 inh	Apaf-1 inh	Gli-Sufu antag
O=C(COC(=O)[C@H](Cc1c[nH]c2ccccc12)NC(=O)c1ccc(Cl)cc1)Nc1ccc2c(c1)OCO2	0	16	-2	16	9	-1	0	-3
Cc1occc1C(=O)NC1CCCc2ccccc21 (centres undefined)	5	6	7	21	-6	3	-9	1
O=S1(=O)CCOC[C@H](Cc2ccccc2)N1Cc1cccc(Cl)c1	15	10	-1	6	-3	9	6	-4
Cc1ccc(S(=O)(=O)NC2c3cccc4cccc(c34)C2Sc2n[nH]c(N)n2)cc1 (centres undefined)	-4	3	-2	-4	-8	-2	0	8
COC(=O)C1=C(N)Oc2cc(C)[nH]c(=O)c2C1c1ccc(Cl)cc1 (centres undefined)	3	3	2	-1	5	-1	-12	10
COc1ccc(NS(=O)(=O)c2ccc(-c3n[nH]c(=S)n3Cc3ccccc3)cc2)cc1	-2	9	5	11	-1	1	-5	-4
CC(=O)Nc1ccc(S(=O)(=O)Nc2ccc(NC(=O)c3ccco3)cc2)cc1	-7	-29	1	-3	-3	-4	-17	1
O=C(NNc1nc2c(F)cccc2s1)C1COc2ccccc2O1 (centres undefined)	-8	6	-7	10	-6	3	-9	4
CCCCOC(=O)Nc1ccccc1C(=O)OC	-1	4	-1	-4	0	4	5	-3
COc1ccc(N2C(=O)C(CC(=O)Nc3ccccc3)N(Cc3cccs3)C2=O)cc1 (centres undefined)	-11	8	-11	-9	1	1	10	-12
COC1CCN(Cc2c(C(=O)N3C[C@@H](C)O[C@@H](C)C3)nc3ccc(Cl)cn23)CC1	4	-11	1	15	-7	-1	10	-26
O=C1C=C(c2ccc3ncccc3c2)C[C@@H](c2ccc3c(c2)OCO3)C1	1	70*	6	-58	9	6	19	9

Complete entries from above. Order of values: SENP8 inh	Jurkat NFkB inh	SENP7 block	697 NFkB inh	HKDC1 inhibitor	UBC13 inh	Apaf-1 inh	Gli-Sufu antag
COC1CCN(Cc2c(C(=O)N3C[C@@H](C)O[C@@H](C)C3)nc3ccc(Cl)cn23)CC1 is listed as 4	-11	1	15	-7	-1	10	-26
COc1ccc(N2C(=O)C(CC(=O)Nc3ccccc3)N(Cc3cccs3)C2=O)cc1 (centres undefined) is listed as -11	8	-11	-9	1	1	10	-12

(more compounds)
SMILES	SENP8 inh	Jurkat NFkB inh	SENP7 block	697 NFkB inh	HKDC1 inhibitor	UBC13 inh	Apaf-1 inh	Gli-Sufu antag
CCN1CCN(C(=O)c2ccc3c(c2)N(Cc2ccc(F)cc2)C(=O)c2ccccc2S3=O)CC1 (centres undefined)	-6	5	-5	6	1	8	-9	4
CSc1nnc(NC(=O)c2ccc(C)c(S(=O)(=O)N3CCOCC3)c2)s1	-3	-7	3	-14	-4	10	7	12
COc1cc2ccccc2cc1C(=O)Nc1ccc(O)cc1	44	-102	57*	-63	1	6	11	-68
Cc1ccc(N2C(=O)[C@@H]3C(C(=O)C(c4ccccc4)c4ccccc4)=NN[C@@H]3C2=O)cc1	-1	10	5	14	-3	-6	10	-5
O=C(NCc1ccncc1)C1CCCN(S(=O)(=O)Cc2ccccc2)C1 (centres undefined)	2	-5	-4	6	-3	8	-5	0
O=C1OCCN1C(=O)[C@H]1[C@H](c2ccc(Cl)cc2)C(c2ccc(F)cc2)=NN1c1ccccc1	·	·	-1	5	0	·	15	6
Cc1ccc2c(c1)nc(NCCCO)n2C	-2	-13	3	11	-4	2	-4	5
O=C(Nc1nc(-c2cccnc2)cs1)c1ccccc1F	-2	-65	28	-34	-1	6	-17	-72
CC1=C(CC(=O)NCC(=O)NCC(=O)O)c2cc(F)ccc2/C1=C/c1ccc(S(C)=O)cc1 (centres undefined)	2	-14	5	0	14	-6	-1	0
CS(=O)(=O)c1ccc(NC(=O)CN2C(=O)C3CCCCC3C2=O)cc1 (centres undefined)	5	1	-5	-5	-2	-2	-10	0
CC(C)=CCCC(C)CN1CCC(O)CC1 (centres undefined)	2	-1	9	8	-8	7	-12	3
Cn1c(=O)c2c(ncn2CC(=O)Nc2cc(S(=O)(=O)N3CCCCC3)ccc2O)n(C)c1=O	0	2	8	11	-5	-1	1	4
COc1ccccc1-n1c(C)nnc1SCC(=O)Nc1cc(C)cc(C)c1	-2	9	2	20	-4	-1	12	5
COc1ccc(/C=C/C(=O)c2ccoc2)cc1	-17	-36	-6	-36	4	-3	14	3
O=C(C1=C(O)C(=O)N(CC2CCCO2)C1c1ccccc1F)c1ccco1 (centres undefined)	-1	-12	3	2	0	-1	1	-7
CC(C)(C)c1ccc(S(=O)(=O)N2CCCC2C(=O)NC2=NCCS2)cc1 (centres undefined)	3	9	-5	14	-4	7	-3	4
COc1ccc(C(NC(C)=O)c2nccc3cc(OC)c(OC)cc23)cc1OC (centres undefined)	-4	-11	1	5	-3	-3	1	-36
Cc1cc(C(=O)NNC(=O)c2sccc2C)c(C)o1	-4	-26	13	-5	1	0	3	-12
CCN1CCN(C(=O)c2ccc(CSc3ccc(C)cc3)cc2)CC1	-2	-25	0	-77	-6	-5	-14	5
N#CCCn1nc(-c2ccccc2)c2ccccc2c1=O	-10	2	3	-15	1	5	-1	-1
O=C(CCc1nnc(Cc2ccc(-c3ccccc3)cc2)o1)NCC1CC1	-2	12	5	2	-2	2	6	-8
CC1=CC2=NC(=O)CC(C)(C(=O)N(CC(=O)NC3CCCC3)Cc3ccc(Cl)cc3)N2C=C1 (centres undefined)	3	8	0	6	-8	15	9	-3
O=S(=O)(N1CCCCC1)N1CCNCC1	-12	-20	10	-10	-6	3	-15	6
Cc1ccc(S(=O)(=O)N2CCCCC2)c2nsnc12	1	2	-3	-15	-4	1	4	-13
O=C(N/N=C/c1cccc(Oc2ccccc2)c1)c1ccncc1	-5	-22	9	4	0	-1	-1	-6
CN(C)c1nc(C(F)(F)F)cc(=O)[nH]1	-6	8	-3	-13	-2	-10	0	24
COc1ccc(N2CCN(CCCNC(=O)C3CCC(CNc4nc(=S)[nH]c5ccccc45)CC3)CC2)cc1 (centres undefined)	1	26	0	-17	2	21	-11	24
O=C(Nc1ccc(Br)cn1)c1ccc(Cl)s1	42	-111	54*	-111	3	2	11	-81
O=C(NNS(=O)(=O)c1ccc(Cl)cc1)NC1CCCCC1	0	-7	-11	7	3	8	3	-12
CCn1cc(C(=O)N[C@@H](C)C(=O)NCCCN2CCOCC2)c(=O)c2cc3c(cc21)OCO3	-9	-21	15	5	4	1	-5	-10
COCC(C)n1c(C)cc(C(=O)COC(=O)c2cnc(Cl)c(Cl)c2)c1C (centres undefined)	2	3	7	1	-1	6	11	-5
COc1cccc(CN2CC(C(=O)NCCc3ccc(C)s3)CCC2=O)c1 (centres undefined)	-7	-2	10	4	-3	-6	-6	-5
CC(C)(C)c1ccc(OCC(=O)OCCNC(=O)c2cccnc2)cc1	-5	-3	0	8	-4	5	1	-6
O=C(NCc1ccc(F)cc1)c1cc(C(=O)C2CC2)c[nH]1	-7	-6	0	-4	0	6	-3	8
Cc1cc(C)n(CC2CC(=O)N(c3cc(Cl)cc(Cl)c3)C2=O)n1 (centres undefined)	-1	2	0	10	-9	-6	3	-1
O=C(CCNS(=O)(=O)c1cccs1)Nc1ccccc1F	-5	-13	-7	-5	2	1	12	-1
COc1cc(C(=O)NCC(=O)OCC(=O)c2cccc3ccccc23)cc(OC)c1OC	5	1	0	12	11	-10	-7	-5
COc1ccc(C(=O)NN2CC(O)=C(c3nc4ccccc4n3C)C2=N)cc1OC	4	4	-1	-3	4	4	1	0
Cc1nc(SCc2ccc(Cl)c(Cl)c2)ncc1C(=O)O	-7	-4	5	10	-6	6	-6	3
O=C(Cn1ccc(C(F)(F)F)n1)N/N=C/c1ccc(N2CCOCC2)cc1	3	-1	-1	9	16	5	-8	0
CC(=O)N1N=C(c2ccncc2)CC1c1ccccc1O (centres undefined)	-1	-2	-7	-32	-6	1	5	4
N=C1C(c2ccccc2)=C(O)C2CCc3ccccc3N12 (centres undefined)	0	17	6	11	0	5	-1	-6
COC(=O)C1=C(C)N(Cc2ccccc2)C(=NCc2ccc3c(c2)OCO3)N[C@H]1c1ccccc1	-15	11	-11	10	0	39	45*	35
CCc1cc(=O)[nH]c(SCC(=O)N2CCOCC2)n1	7	12	0	10	0	-2	4	-15
CCN1CCC(n2nccc2NC(=O)c2ccccc2Cl)CC1	-9	6	10	-10	0	-9	-4	-17
COc1cccc(CNC(=O)CCCCCn2c(=S)[nH]c3ccc(N4CCOCC4)cc3c2=O)c1	-5	9	-4	3	·	6	5	·
COC(=O)[C@@]1(Cc2ccc(F)cc2)[C@@H]2[C@@H](CC(=O)[C@H]2CC(=O)C(=O)N(C)C)CN1C(=O)c1ccccc1	5	5	-4	12	0	-8	2	-7
O=C(CSc1nnc(-c2ccccc2)o1)N1CCN(c2ccccc2)CC1	-5	-4	-3	-23	-3	-6	-4	0
COc1ccc(OCC(=O)Nc2ccc(NC(=O)c3ccco3)cc2)cc1	4	-19	7	-36	-1	5	-5	-7
CCn1c(SCC(=O)Nc2c(C)n(C)n(-c3ccccc3)c2=O)nc2c1c(=O)n(C)c(=O)n2C	-6	-11	2	21	-1	4	1	1

Of the compounds above, these have four or more nitrogen atoms.
SMILES	SENP8 inh	Jurkat NFkB inh	SENP7 block	697 NFkB inh	HKDC1 inhibitor	UBC13 inh	Apaf-1 inh	Gli-Sufu antag
Cc1ccc(S(=O)(=O)NC2c3cccc4cccc(c34)C2Sc2n[nH]c(N)n2)cc1 (centres undefined)	-4	3	-2	-4	-8	-2	0	8
COc1ccc(NS(=O)(=O)c2ccc(-c3n[nH]c(=S)n3Cc3ccccc3)cc2)cc1	-2	9	5	11	-1	1	-5	-4
COC1CCN(Cc2c(C(=O)N3C[C@@H](C)O[C@@H](C)C3)nc3ccc(Cl)cn23)CC1	4	-11	1	15	-7	-1	10	-26
CSc1nnc(NC(=O)c2ccc(C)c(S(=O)(=O)N3CCOCC3)c2)s1	-3	-7	3	-14	-4	10	7	12
Cn1c(=O)c2c(ncn2CC(=O)Nc2cc(S(=O)(=O)N3CCCCC3)ccc2O)n(C)c1=O	0	2	8	11	-5	-1	1	4
COc1ccccc1-n1c(C)nnc1SCC(=O)Nc1cc(C)cc(C)c1	-2	9	2	20	-4	-1	12	5
CC1=CC2=NC(=O)CC(C)(C(=O)N(CC(=O)NC3CCCC3)Cc3ccc(Cl)cc3)N2C=C1 (centres undefined)	3	8	0	6	-8	15	9	-3
COc1ccc(N2CCN(CCCNC(=O)C3CCC(CNc4nc(=S)[nH]c5ccccc45)CC3)CC2)cc1 (centres undefined)	1	26	0	-17	2	21	-11	24
CCn1cc(C(=O)N[C@@H](C)C(=O)NCCCN2CCOCC2)c(=O)c2cc3c(cc21)OCO3	-9	-21	15	5	4	1	-5	-10
COc1ccc(C(=O)NN2CC(O)=C(c3nc4ccccc4n3C)C2=N)cc1OC	4	4	-1	-3	4	4	1	0
O=C(Cn1ccc(C(F)(F)F)n1)N/N=C/c1ccc(N2CCOCC2)cc1	3	-1	-1	9	16	5	-8	0
CCN1CCC(n2nccc2NC(=O)c2ccccc2Cl)CC1	-9	6	10	-10	0	-9	-4	-17
COc1cccc(CNC(=O)CCCCCn2c(=S)[nH]c3ccc(N4CCOCC4)cc3c2=O)c1	-5	9	-4	3	·	6	5	·
O=C(CSc1nnc(-c2ccccc2)o1)N1CCN(c2ccccc2)CC1	-5	-4	-3	-23	-3	-6	-4	0
CCn1c(SCC(=O)Nc2c(C)n(C)n(-c3ccccc3)c2=O)nc2c1c(=O)n(C)c(=O)n2C	-6	-11	2	21	-1	4	1	1
